Dynein transport = inhibitors of GR-EGFP nuclear translocation, primary screen, dynein cargo transport inhibitor project, imaging, high-content, 3617.4 mouse cells; test concentration mostly 20 µM; stimulated with dexamethasone, 1 µM; active compounds read low; z-score, hits read low; hit rate 0.47% among 220,000; AID 1381, 2008;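 active = plate z-score of nuclear minus cytoplasmic receptor signal below a set negative limit, without overly bright fluorescence or cell loss, cut at about -3.5 in these data, passing the limit was not always enough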;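 also: z-score of nuclear minus cytoplasmic ring GR-EGFP intensity difference per well; some compounds called inactive have numbers as strong as hits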
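medium = tetracycline-free induction medium containing charcoal-stripped FBS | also added = 1.0 µM final dexamethasone stimulus | schedule = 48 h induction, 1 h compound, 30 min dex at 37 °C | technique = fixed, Hoechst-stained cells imaged at 10x for EGFP | measure = GR-EGFP nuclear translocation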
M17LAP inhibition = P. falciparum M17LAP inhibitors, primary screen, biochemical, fluorogenic H-Leu-NHMec substrate, 1536-well (AID 1619); recombinant M17LAP, H-Leu-NHMec fluorogenic kinetic assay; higher % means a stronger effect; Leucine aminopeptidase (Plasmodium falciparum (isolate 3D7)); hit rate 0.38% among 220,000; inhibition, % at 30 µM, or IC50 in µM where a hit was titrated;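 active = compound inhibiting the enzyme by more than half at any dose during confirmatory dose-response retesting; inconclusive = strong single-dose inhibitors picked by rank but not retested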;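 also: plate controls were full reaction with DMSO carrier for no effect and no enzyme background for full effect; strong numbers were not always called active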
MT stabilize HCS = microtubule stabilizers in HeLa cells, primary screen, imaging, high-content imaging; HeLa tubulin immunostaining HCS, 24 h; share of cells brighter than vehicle mean+2SD; % tubulin-high responders, % at 10 µM; hit rate 0.83% among 200,000;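 active = plate Z-score above 3 for both tubulin-high and condensed-nucleus cell shares, with cell loss under 80%, at 10 µM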;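 also: anti alpha tubulin signal scored within the nucleus-defined area of each cell; some results filed as inactive read as strong as hits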
K1F lysis inhibition = inhibition of K1F phage lysis, E. coli UTI89, bacterial capsule biogenesis inhibitors, alamar blue (AID 488966). hit rate 0.02% among 340,000. E. coli UTI89 K1F phage lysis, alamar blue, 2 h; higher % means a stronger effect. inhibition, % at 100 µM, or IC50 in µM where a hit was titrated;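 active = phage lysis inhibition, versus mean bacterial control, above a set limit; inconclusive = no clear call, values can overlap the other calls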;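 also: capsule biogenesis inhibitors block K1F phage lysis so surviving cells raise fluorescence; higher fluorescence means more inhibition of phage lysis; actives were called in the ten point dose series up to 300 µM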
bCat nuc transl = modulators of beta-catenin nuclear translocation, primary screen, imaging, HeLa cells, immunofluorescence, high-content; nuclear translocation activity, % at 5 µM; hit rate 0.3% among 190,000;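 active = nuclear translocation activity above 50% at 5 µM, with a well cell count of 50 or more; inconclusive = wells under 50 cells across six images, flagged as toxic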;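 also: per-cell ratio of nuclear to cytoplasmic median beta-catenin stain intensity; plate controls were DMSO negative control for no effect and GSK-3 inhibitor IX positive control for full effect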
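System: Human HeLa cells, endogenous beta-catenin | Compound dosing: 5 µM primary, 0.02–20 µM confirmation | Timing: 24 h compound exposure at 37°C, 5% CO2 | Measured by: Fluorescence imaging of beta-catenin antibody stain plus DAPI | Read-out basis: % activation of per-cell nuclear versus cytoplasmic median beta-catenin signal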
M1AAP inhibition = P. falciparum M1AAP inhibitors, biochemical, fluorogenic H-Leu-NHMec substrate, 1536-well (AID 1445). Aminopeptidase N (Plasmodium falciparum (isolate 3D7)). hit rate 0.42% among 220,000. recombinant M1AAP, H-Leu-NHMec fluorogenic kinetic assay; higher % means a stronger effect. one-dose inhibition, % at 30 µM; IC50 in µM for titrated hits;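 active = primary inhibition above the hit cutoff, then over 50% inhibition at one or more dose response concentrations, cut at about 23% in these data, passing the limit was not always enough; inconclusive = conflicting primary data, or primary hits not chosen for dose response; inactive = low primary inhibition, or under 50% at every dose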;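 also: plate controls were DMSO full reaction for no effect and no enzyme background for full effect; strong numbers were not always called active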
CSM14.1 death rescue = rescue of cells from ER stress-induced death, primary screen, 384-well, CSM14.1, thapsigargin, ATP luminescence (AID 1222) | CSM14.1 thapsigargin-induced death rescue, ATP luminescence; higher % means a stronger effect | cellular ATP content (survival), % at 20 µM; hits with a dose series show EC50 in µM | 190,000 tested, under 10 active;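 active = EC50 below 50 µM in the dose-response confirmation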;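 also: death triggered by thapsigargin at about 15 µM added after 2 h compound pretreatment; cell ATP read after overnight thapsigargin exposure of roughly 18 to 22 hours; normalized against plate controls of thapsigargin alone and 5% DMSO vehicle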
Ins promoter up = insulin promoter activators in MIN6 cells, imaging, high-content screening, mouse beta cells; z-score at 5 µM; hit rate 0.3% among 190,000; MIN6 insulin promoter-GFP reporter; active compounds read high; AID 1625, 2009;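 active = z-score above 3 at 5 µM with at least 500 cells counted in the well; inconclusive = wells under 500 cells, flagged as cytotoxic or low count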
Autophagy mod = autophagy modulators in MEF cells, primary screen, imaging, high-content, MEF GFP-LC3 | MEF GFP-LC3 puncta imaging; test concentration mostly 10 µM | calls only at 10 µM (by protocol) | hit rate 0.98% among 190,000;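 active = percentage of spot-positive cells more than 3 SD above its plate mean, without a fluorescence outlier flag or 80% toxicity; inconclusive = no clear call, values can overlap the other calls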;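 also: spot-positive cell cutoff set from DMSO-treated cells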
Dynein transport cytoplasmic EGFP = recorded beside Dynein transport, whose call it bears; z-score; measured here: cytoplasmic GR-EGFP intensity; active compounds read high
Dynein transport nuclear GR-EGFP = also measured in Dynein transport; calls as there; z-score; measured here: nuclear GR-EGFP intensity;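 lower value marks the stronger effect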
Dynein transport cell count = also measured in Dynein transport; calls as there; z-score; measured here: cell count per field
Ins promoter up cell count = second read-out of Ins promoter up, no call of its own (marks repeat the call); cell count; measured here: cytotoxicity, nuclei count;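 total cells summed across four imaged fields per well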
bCat nuc transl cell count 5 µM = further read-out of bCat nuc transl, marked with its call; cell count; measured here: cell count, cytotoxicity flag
MT stabilize HCS Hoechst-high % = recorded beside MT stabilize HCS, whose call it bears; % Hoechst-high responders; measured here: nuclear condensation Hoechst responders;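 share of cells brighter than vehicle mean plus two SD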
MT stabilize HCS cytotoxicity % = second read-out of MT stabilize HCS, no call of its own (marks repeat the call); toxicity, %; measured here: cytotoxicity by cell density;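 0% = mean cell density of plate MIN control wells and 100% = no cells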
Autophagy mod cell loss 18 h = recorded beside Autophagy mod, whose call it bears; toxicity, %; measured here: cell loss, nuclei count;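 cell loss after 18 h compound exposure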
* = called active by the depositor; i = inactive; ? = inconclusive; . = no result given; [ ] = dose if it differs, or a comment.

SMILES	Dynein transport	Dynein transport cytoplasmic EGFP	Dynein transport nuclear GR-EGFP	Dynein transport cell count	M17LAP inhibition	MT stabilize HCS	MT stabilize HCS Hoechst-high %	MT stabilize HCS cytotoxicity %	K1F lysis inhibition	bCat nuc transl	bCat nuc transl cell count 5 µM	M1AAP inhibition	CSM14.1 death rescue	Ins promoter up	Ins promoter up cell count	Autophagy mod	Autophagy mod cell loss 18 h
CN(C)N1C(=O)CC(N2CCCC2)C1=O (stereo unspecified)	0.03	-0.34	-0.55	-0.079	3%	2.1	1.2	5.1	0.5%	-0.4	1054	-1%	-1.8%	-0.28	1351	i	0
Cc1ccc(S(=O)(=O)NNC(=S)NC(=O)c2ccc([N+](=O)[O-])cc2)cc1	0.15	-0.31	-0.069	-0.0054	11%	1.6	4.4	4.8	-4.5%	0.2	963	13%	-0.2%	-0.1	1166	i	-1
CCOC(=O)c1nn(-c2ccccc2C)c2nc(CC(C)C)c(C#N)c(=O)n12	-1.3	-0.24	-0.47	0.24	1%	2.2	1.6	5.9	0.1%	-0.2	532	-5%	-0.9%	.	.	i	4
CCOC(=O)CNC(=O)c1sc2ncnc(N3CCc4ccccc4C3)c2c1C	-1.2	-0.22	-0.83	0.44	1%	3.8	4.3	2.1	-0.9%	-1.4	1078	7%	-1.1%	0.03	778	i	-2
c1cc(CNC2=NCCCCC2)ccn1	-0.65	-0.33	-0.32	0.66	-5%	5.4	2.8	5.5	-0.3%	-3.9	1101	1%	3.6%	.	.	i	-8
Cn1nc(C(=O)NC2CCCCC2)c2ccccc2c1=O	-0.28	-0.29	-0.089	0.69	6%	3.7	2.0	9.0	4.0%	0.5	1340	1%	5.8%	-0.07	1539	i	8
CC(=O)C1C(c2cccc([N+](=O)[O-])c2)C2C(C)=NN=C2CC1(C)O (stereo unspecified)	-0.096	-0.27	-0.067	0.38	4%	2.8	2.3	5.5	0.1%	-3.8	553	1%	-1.2%	0.14	1414	i	-4
CCCc1nnc(NC(=O)Cn2c(=O)oc3cc(Br)ccc32)s1	-0.27	-0.21	0.034	0.74	11%	3.2	1.9	3.0	3.2%	.	.	1%	-1.3%	-0.56	830	i	6
C=CCn1c(COc2ccc3c(c2)CCCC3)nnc1SCC(=O)Nc1cccc(SC)c1	-0.31	-0.17	0.41	0.41	-3%	3.4	1.7	3.9	-1.0%	1.2	1314	12%	0.1%	0.56	1359	i	-24
O=C1/C(=C/c2cccnc2)SC(=S)N1Nc1ccccc1	-0.099	-0.21	-0.31	0.34	10%	.	.	.	.	1.8	1197	11%	.	-0.37	1407	.	.
COC(=O)c1cccc(C23CC4(C2)[C@H](CN(CC2CCCCC2)[C@@H]4c2ccccc2)C3c2ccccc2)c1 (stereo partly specified)	-0.22	-0.64	-0.048	0.18	-1%	.	.	.	0.4%	-1.6	1116	3%	.	-0.35	901	.	.
CCOC(=O)Cc1csc(NC(=O)CSc2nc3sc(C(=O)O)c(C)c3c(=O)[nH]2)n1	-0.23	0.014	-0.18	-0.26	9%	1.5	1.4	7.2	-0.7%	-17	1207	1%	-2.7%	.	.	i	1
Cc1cc(=O)[nH]c(SCCOc2ccc3c(c2)CCC3)n1	-0.38	-0.24	-0.42	-0.46	3%	3.0	3.1	5.4	-0.5%	1.1	1102	-3%	-1.2%	0.57	1309	i	-3
O=C1/C(=N/n2cnnc2)c2ccccc2N1Cc1ccccc1	-0.11	-0.27	0.27	-0.28	2%	3.7	2.4	6.9	.	-0.6	1355	17%	-5.2%	-0.66	1606	i	-15
C=CCOc1ccc(CNc2nn[nH]n2)cc1OC	-0.48	0.18	0.1	-0.22	10%	1.2	2.2	8.0	0.6%	-4.0	928	3%	2.8%	0.3	983	i	-4
COc1ccc(NC(=O)C(CCSC)NC(N)=O)cc1Cl (stereo unspecified)	0.11	-0.34	0.27	-0.18	-5%	1.3	2.7	0.6	-0.4%	0.0	1107	-2%	-0.1%	-1	1192	i	2
O=C(CCc1nnc(CCCCc2ccccc2)o1)N1CCC(N2CCCC2)CC1	-0.97	-0.16	-0.68	-0.46	4%	2.0	2.4	6.4	-0.3%	-0.5	901	11%	4.6%	.	.	i	32
O=C1NC(=O)C(=C2CCCCCC2)S1	-0.55	-0.17	-0.28	1.1	10%	5.6	3.4	13	1.3%[50 µM]	2.1	497	10%	-2.6%	0.13	1306	i	-11
COc1cc2c(cc1NC(=O)C(C)Sc1ccc(NC(C)=O)cc1)oc1ccccc12 (stereo unspecified)	1	-0.091	0.34	-0.72	-9%	3.2	3.8	12	5.5%	-0.5	1120	8%	-0.2%	-0.34	1396	i	3
Cc1ccc(NC(=O)COC(=O)c2csc3c2CCC(C)C3)cc1S(=O)(=O)N1CCCCC1 (stereo unspecified)	0.79	-0.22	0.058	-0.73	4%	4.3	1.6	12	-0.4%	-2.5	495	7%	-4.8%	?	.	i	-5
COCCSc1nnc(NC(=O)c2ccc([N+](=O)[O-])cc2)s1	-1.2	-0.32	-0.59	0.57	-6%	2.3	2.5	6.4	-0.5%	.	.	3%	-1.5%	.	.	i	-7
NC(=O)C1(N2CCCCC2)CCN(Cc2ccccc2Cl)CC1	0.76	-0.24	0.72	-0.58	-2%	5.9	2.3	3.3	3.4%	-0.1	1055	2%	.	-0.15	1343	i	-5
O=S(=O)(NCc1cccnc1)c1cc(Cl)ccc1Cl	-0.51	0.0099	-0.17	-0.1	-4%	2.0	1.2	0.7	1.0%	-0.7	1025	-2%	-1.0%	0.64	1135	i	3
CCCCc1ccc(N2C(=O)[C@@H]3C(CC(N)=O)NC4(C(=O)Nc5ccc(F)cc54)[C@@H]3C2=O)cc1 (stereo partly specified)	-0.0055	-0.36	0.12	0.092	2%	1.4	1.1	10	-1.1%	.	.	5%	1.6%	0.57	891	i	-9
CC(=O)N1CCC(=NNC(=O)c2cccs2)CC1	0.34	-0.26	-0.071	-0.49	10%	3.9	3.3	6.1	0.5%[50 µM]	4.9	574	1%	0.0%	0.1	1277	i	-3
O=C(Nc1ccnc(-c2ccncc2)n1)c1cccs1	0.29	-0.34	-0.43	-0.98	-2%	2.3	2.0	8.1	-0.1%	-0.5	1068	-7%	3.3%	0.12	1172	i	8
O=S(=O)(Cc1ccccc1)c1nc2ccccc2n1Cc1ccccn1	-1.1	-0.31	-0.55	1.1	-6%	4.1	1.8	6.9	0.0%	-1.3	1192	1%	-4.8%	0.62	1329	i	12
C#CCNc1c2c(nc3ncnn13)CC(C)CC2 (stereo unspecified)	0.9	-0.19	1.6	-1	6%	.	.	.	-0.1%	0.6	1407	0%	.	0.27	1022	.	.
c1c2c(cc3sc(N4CCCCC4)nc13)OCCO2	-0.88	-0.27	0.3	0.33	-4%	3.1	3.0	2.2	0.4%	-4.8	576	11%	-6.8%	0.16	1084	i	-6
Brc1ccccc1OCCCN1CCOCC1	0.0043	-0.26	-0.68	1.3	5%	2.7	1.0	2.5	4.5%	-6.3	1202	0%	2.3%	0.12	1323	i	-2
Cc1ccc(C(=O)COC(=O)CNC(=O)Cc2ccccc2)cc1[N+](=O)[O-]	0.59	0.091	1.1	0.1	9%	2.1	1.7	8.0	0.9%	-0.9	1335	1%	-0.2%	2.1	1427	i	-21
OCCCN=C1CCCc2c1[nH]c1ccc(Cl)cc21	-0.68	-0.28	-0.27	0.85	9%	.	.	.	1.3%	4.7	991	5%	.	0.18	1056	.	.
COc1ccc(/C=C(/NC(=O)c2ccccc2)C(=O)N/N=C/c2ccncc2)c(OC)c1	0.27	0.45	0.099	-1.6	10%	1.6	2.8	3.6	0.6%[50 µM]	-0.7	960	3%	-0.7%	.	.	i	12
Cc1cccc(OCC(=O)Nc2ccc(N3CCN(C(=O)c4ccco4)CC3)cc2)c1C	-1.1	-0.21	-0.61	0.4	-4%	1.7	1.9	3.1	0.2%	1.7	1519	1%	8.5%	.	.	i	-9
CCOC(=O)C1=C(CS(=O)(=O)c2ccccc2)NC(=O)NC1c1ccccc1OCC (stereo unspecified)	1	-0.0026	0.98	-1	3%	2.6	2.2	6.2	-0.5%	.	.	10%	0.1%	0.58	932	i	0
Cc1ccc(CN2CCN(/N=C/C(Br)=C\c3ccccc3)CC2)cc1	0.97	-0.2	1.2	-1.6	11%	.	.	.	.	-0.2	1243	-5%	.	.	.	.	.
O=S(=O)(C(=CNc1ccccc1)S(=O)(=O)c1ccccc1)c1ccccc1	1.8	-0.3	0.65	0.017	13%	5.3	2.3	7.7	1.5%[50 µM]	-2.0	1139	-1%	-0.9%	0.15	1335	i	7

Bioassay records (PubChem BioAssay)

Random draw from the library; any-hit rate near 2.9%.
